ASM inhibitor – Inhibitors of Secretory Acid Sphingomyelinase (S-ASM): qHTS | Sphingomyelin phosphodiesterase (Homo sapiens), P17405 | placental ASM, HMU-PC fluorogenic substrate, 60 min | Potency, µM (series often up to 57.5 µM), inactives show top-dose activity change, negative = inhibition, usual class: inhibitors | actives 0.006% (n = 340,000); also: potency is read from the fitted curve at half-maximal effect
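Fluorogenic HMU-PC substrate (9 uM final) is turned over by placental ASM in 60 min at 37 C after a 10 min compound preincubation. Reaction ended by alkaline stop (pH 10), with fluorescence read at 386/447 nm.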
PKM2 act – qHTS Assay for Activators of Human Muscle isoform 2 Pyruvate Kinase; Pyruvate kinase PKM (Homo sapiens), P14618; purified PKM2, Kinase-Glo ATP luminescence, activation; response scale: 0% is enzyme alone, no compound; Potency, µM (titrated, usually from 57.5 µM), inactives show at the top dose activation, hits mostly activators; actives 0.34% (n = 260,000); also: potency is read from the fitted curve at half-maximal effect; % is scaled to controls: 0 for no effect and ±100 for the full control effect; nearly all actives have a fitted effect of over 55% in size
Target sequence (P14618 whole entry, looked up, canonical isoform): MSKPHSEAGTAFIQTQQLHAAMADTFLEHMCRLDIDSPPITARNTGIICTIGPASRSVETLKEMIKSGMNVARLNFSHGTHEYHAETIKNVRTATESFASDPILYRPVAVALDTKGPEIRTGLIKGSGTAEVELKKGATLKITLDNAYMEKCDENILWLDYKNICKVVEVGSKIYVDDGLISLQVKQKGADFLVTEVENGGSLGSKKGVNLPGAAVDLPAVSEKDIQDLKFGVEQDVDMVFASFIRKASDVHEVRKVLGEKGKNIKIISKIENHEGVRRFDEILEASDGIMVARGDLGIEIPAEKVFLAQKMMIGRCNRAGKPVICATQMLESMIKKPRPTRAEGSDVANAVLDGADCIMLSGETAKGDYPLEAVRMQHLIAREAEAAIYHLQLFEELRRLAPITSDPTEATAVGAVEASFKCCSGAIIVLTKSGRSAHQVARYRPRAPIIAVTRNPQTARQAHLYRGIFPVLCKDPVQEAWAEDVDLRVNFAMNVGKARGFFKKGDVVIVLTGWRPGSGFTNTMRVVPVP
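Purified hPK-M2 (>95%) run at intermediate activity with 0.1 mM ADP and 0.5 mM PEP in 50 mM imidazole pH 7.2, KCl, MgCl2; 1 h room temperature. ATP formed read by Kinase-Glo luminescence; normalized to uninhibited and no-enzyme controls.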
Eya2 inh – qHTS Assay for Inhibitors of the Phosphatase Activity of Eya2 | Protein phosphatase EYA2 (Homo sapiens), O00167 | recombinant Eya2, OMFP fluorescence dephosphorylation (OMFP is methylfluorescein phosphate) | Potency, µM (highest dose often 76.9 µM), inactives show at the highest dose activity, negative = inhibition, actives largely listed as inhibitors | actives 0.006% (n = 330,000); also: potency is read from the fitted curve at half-maximal effect; % is scaled to controls: 0 for no effect and ±100 for the full control effect
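Eya2 (0.2 uM) preincubated 10 min at ambient with compound, then OMFP substrate added at 50 uM; 10 min reaction in 50 mM HEPES pH 7.5, 50 mM NaCl, 5 uM MgCl2, 0.05% BSA, 1 mM DTT. Fluorescence read at Ex 485/Em 525 nm.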
GALK inhibitor – qHTS Assay for Inhibitors of Human Galactokinase (GALK) | P51570 | Purified GALK, Kinase-Glo residual ATP luminescence | Potency, µM (doses to about 57.5 µM), inactives show top-dose activity change, negative = inhibition, most hits filed as inhibitors | actives 0.007% (n = 270,000); also: potency is read from the fitted curve at half-maximal effect; % is scaled to controls: 0 for no effect and ±100 for the full control effect
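Compounds were pin-transferred into ATP buffer (35 uM final), then GALK plus galactose (5 nM, 100 uM final) was added. After 1 h at room temperature, Kinase-Glo Plus was added and luminescence read after 10 min.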
Mito fusion act – qHTS Assay for Small Molecule Inhibitors of Mitochondrial Division or Activators of Mitochondrial Fusion | S. cerevisiae fusion-defective mutant growth rescue, CellTiterGlo 48 h | actives 0.23% (n = 320,000) | Potency, µM (highest dose often 46.1 µM), without a hit: at the highest dose growth rescue (activation), hits mostly activators;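 also: potency is read from the fitted curve at half-maximal effect; % of control where 0% means no effect; nearly all actives have a fitted effect of over 45% in size; temperature-sensitive fusion mutants such as fzo1-1 at 37 °C on non-fermentable ethanol glycerol medium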
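Read-out: ATP-based luminescence (CellTiterGlo, 10 min ambient) reporting growth of fusion-defective ts yeast after 48 hours at 37C on glycerol/ethanol YPEG medium in the presence of compound.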
TSHR antagonist – Antagonists of the Thyroid Stimulating Hormone Receptor: HTS campaign; Thyrotropin receptor (Homo sapiens), P16473; TSHR-expressing cells, TSH-stimulated cAMP HTRF, 2 h; active compounds read low; activity change, negative = inhibition, % at 11.5 µM; actives 0.2% (n = 330,000); AID 504810, 2011;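 active = activity change below a set negative limit, meaning inhibition stronger than a set level, cut at about -70% in these data; inconclusive = activity change between two set negative limits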; also: % is scaled to controls: 0 for no effect and ±100 for the full control effect
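Competitive HTRF cAMP read-out (cryptate anti-cAMP antibody, cAMP-d2; 30 min, room temperature) in freshly harvested TSHR cells. Compounds added before TSH at EC80 (4nM final), followed by 2 hours' incubation at 37 deg C.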
USP2a block – qHTS Assay for Inhibitors of Ubiquitin-specific Protease USP2a Using CHOP2 as the Reporter. actives 0.01% (n = 330,000). USP2 core, Ub-CHOP2 coupled fluorogenic reporter, 485/531. Ubiquitin carboxyl-terminal hydrolase 2 (Homo sapiens), O75604. AID 463254, 2010. Potency, µM (doses to about 38.3 µM), for the others: at the top dose activity change, negative = inhibition, most hits filed as inhibitors;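 also: potency is read from the fitted curve at half-maximal effect; plate controls were DMSO wells for no effect and full inhibition by NEM control for full effect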
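USP2 core (10nM final) preincubated 30min RT with compound in 20mM Tris-HCl pH 8.0, 2mM CaCl2, 2mM beta-mercaptoethanol, 0.05% CHAPS; 25nM Ub-CHOP2 plus 25nM reporter substrate added, fluorescence (Ex485/Em531) read after 60min.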
BCR signal inh – qHTS Assay to Find Inhibitors of Chronic Active B-Cell Receptor Signaling | ABC-DLBCL IkBa-CBG/CBR reporter, luminescence ratio, 4 h | Potency, µM (top dose mostly 46.1 µM), inactives show at the top dose ratio change, negative = lower green/red ratio, most hits filed as inhibitors | actives 0.05% (n = 340,000); active = well fitted inhibition curve with a large enough effect in the signal ratio, with a control signal flat, not every such curve was filed as active; inconclusive = small, poorly fitted or top-dose-only effect, or effect the other way, or a change in a side signal; the % refers to the signal ratio;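 also: potency is read from the fitted curve at half-maximal effect; plate controls were basal doxycycline-induced cells for no effect and cells given 10 µM MG132 for full effect; MG132 reads +100%, hits lower the ratio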
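Cell line TMD8 (human ABC DLBCL), stably expressing tet-inducible CBG68-IkBa fusion and CBR; IMDM/0.5% FBS; cpd up to 46 uM; dox induction, 4 h, 37C/5% CO2; dual luminescence; green/red ratio; MG132 control.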
MBNL1-CUG inh – qHTS Assay for Inhibitors of MBNL1-poly(CUG) RNA binding; Potency, µM (highest dose often 57.5 µM), inactives show top-dose activity change, negative = inhibition, actives largely listed as inhibitors; actives 0.036% (n = 280,000); TR-FRET MBNL1-His/biotin-(CUG)12 binding, 665/545 ratio; Muscleblind-like protein 1 (Homo sapiens), Q9NR56; active = well fitted inhibition curve with a large enough effect in the signal ratio, with a control signal flat, not every such curve was filed as active; inconclusive = small, poorly fitted or top-dose-only effect, or effect the other way, or a change in a side signal; inactive = no such curve, though single readings can be large or run the other way; the % refers to the signal ratio; also: potency is read from the fitted curve at half-maximal effect; % is scaled to controls: 0 for no effect and ±100 for the full control effect
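TR-FRET readout: Ex 340 nm, 665/545 nm emission ratio, normalized to buffer-only (basal) and MBNL1-(CUG)12 controls. Complex of MBNL1-His with Biotin-(CUG)12, compounds 92 nM–58 uM, incubated 60 min at room temperature.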
Menin-MLL TR inh – qHTS Assay for Inhibitors Targeting the Menin-MLL Interaction in MLL Related Leukemias: Competition With Texas Red Labeled MLL-derived Mutant Peptide. Potency, µM (highest dose often 61.6 µM), for the others: top-dose FP activity change, negative = inhibition, most hits filed as inhibitors. Menin + Texas Red MLL mutant peptide, fluorescence polarization. actives 0.23% (n = 270,000); active = well fitted inhibition curve with a large enough effect in the polarisation, with a control signal flat, not every such curve was filed as active; inconclusive = small, poorly fitted or top-dose-only effect, or effect the other way, or a change in a side signal; inactive = no such curve, though single readings can be large or run the other way; the % refers to the polarisation; also: potency is read from the fitted curve at half-maximal effect; % of control where 0% means no effect; many of its hits are not listed in these tables
Target sequence (O00255 whole entry, looked up): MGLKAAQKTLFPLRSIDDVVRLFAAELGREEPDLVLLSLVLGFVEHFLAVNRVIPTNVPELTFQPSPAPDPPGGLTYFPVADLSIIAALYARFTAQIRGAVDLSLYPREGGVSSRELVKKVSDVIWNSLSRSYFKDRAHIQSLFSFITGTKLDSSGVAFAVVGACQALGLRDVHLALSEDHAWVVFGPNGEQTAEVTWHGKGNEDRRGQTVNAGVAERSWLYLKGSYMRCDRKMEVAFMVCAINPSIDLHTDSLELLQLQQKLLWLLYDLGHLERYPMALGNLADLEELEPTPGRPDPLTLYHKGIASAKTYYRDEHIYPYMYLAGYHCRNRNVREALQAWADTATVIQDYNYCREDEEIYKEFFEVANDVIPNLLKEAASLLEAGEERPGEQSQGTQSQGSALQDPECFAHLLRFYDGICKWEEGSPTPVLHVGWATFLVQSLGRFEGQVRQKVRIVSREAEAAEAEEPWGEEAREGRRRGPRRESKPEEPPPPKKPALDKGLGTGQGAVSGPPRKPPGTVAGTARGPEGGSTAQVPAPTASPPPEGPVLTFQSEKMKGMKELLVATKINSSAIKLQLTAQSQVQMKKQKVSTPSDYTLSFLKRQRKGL
hERG WT inh – qHTS for Inhibitors of KCHN2 3.1: Wildtype qHTS; Voltage-gated inwardly rectifying potassium channel KCNH2 (Homo sapiens), Q12809; U2OS, BacMam KCNH2, thallium flux FluxOr; active compounds read low; activity change, % at 1.84 µM; actives 0.37% (n = 340,000);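 active = maximum activity change below -70%; inconclusive = maximum activity change between -70% and -50%; inactive = maximum activity change above -50%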; also: % is scaled to controls: 0 for no effect and ±100 for the full control effect
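U2OS cells transduced with wild-type KCNH2 virus are loaded with FluxOr dye for 45 min, and thallium flux is measured in kinetic reads before and after stimulation buffer. Rate constants are normalized to DMSO controls.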
* hit, by the source's call; i = inactive; ? = inconclusive; . = not tested or not shown. Unless noted, calls follow the shape of the dose curve; as a rule, active = well fitted curve in the direction sought with a large enough effect; inconclusive = small, poorly fitted or top-dose-only effect, or another doubt; inactive = no such curve, though single readings can be large; an effect the other way counts as inactive or inconclusive. Not all compounds are listed; count on the stated rates, not on these rows.

SMILES | ASM inhibitor | PKM2 act | Eya2 inh | GALK inhibitor | Mito fusion act | TSHR antagonist | USP2a block | BCR signal inh | MBNL1-CUG inh | Menin-MLL TR inh | hERG WT inh
O=C(COC(=O)c1ccc(O)cc1)Nc1nccs1 | 2.4% | -7.9% | -3.1% | 5.6% | 3.2% | -9.4 | 6.1% | 2.3% | -4.3% | 9.8% | -11.0
CCOc1ccccc1NC(=S)N1CCCc2ccccc21 | -0.4% | -3.6% | 6.0% | -1.7% | -0.2% | 10.0 | -1.1% | -12.6% | -5.5% | -7.7% | -1.1
COc1ccc(NC(=O)N2CCn3c2nc2ccccc23)cc1 | -1.3% | -0.5% | -3.4% | 3.8% | 11.7% | -7.9 | 3.4% | ? | 9.7% | -2.7% | -24.0
CCCCNC(=S)Nc1ccc2[nH]c(=O)[nH]c2c1 | 1.8% | -4.9% | 2.9% | -1.4% | 2.7% | -25.6 | 2.8% | 1.8% | -5.1% | -5.2% | -6.5
O=C(c1cn(-c2ccccc2)nc1-c1ccccc1)N1CCN(c2ccccn2)CC1 | -1.8% | -12.4% | -13.3% | 0.9% | -2.7% | 26.8 | -8.8% | ? | 2.3% | 0.0% | .
C=CCOC(=O)C(C#N)c1nc2ccccc2nc1N1CCC(C(=O)OCC)CC1 (stereo not drawn) | -0.5% | -15.2% | -2.2% | 3.1% | 9.2% | -8.5 | -0.3% | ? | 13.7% | -10.9% | 14.8
COc1cc(C#Cc2c(-c3cncn3C)n(C)c3ccc(-c4ccc5cc[nH]c5c4)cc23)cc(OC)c1 | 37.0% | . | 1.7% | . | . | -12.0 | 5.3% | -5.1% | . | . | -2.0
CCN(CC(=O)Nc1ccc(C(=O)OC)cc1)Cc1ccccc1 | -2.4% | 2.4% | -5.2% | 3.7% | 10.6% | -9.1 | 1.6% | -0.4% | -6.0% | -26.3% | -9.0
O=C(Cn1cnc2cc([N+](=O)[O-])ccc2c1=O)NCCc1ccc(F)cc1 | 3.9% | -4.6% | 7.6% | -0.7% | -6.2% | 19.5 | 0.0% | -3.5% | ? | ? | -19.7
O=C(O)c1ccccc1SCc1cn2ccccc2n1 | 6.7% | -1.0% | -1.7% | -0.6% | -1.5% | 22.6 | 1.9% | -0.1% | -15.3% | -16.5% | -2.9
CC1CN(C(=O)c2cc([N+](=O)[O-])cc([N+](=O)[O-])c2)CC(C)O1 (stereo not drawn) | 4.4% | 7.7% | -1.5% | 0.1% | 19.7% | -1.6 | 7.5% | ? | 12.3% | 8.7% | 1.7
O=C1NC[C@H](c2ccccc2)N(CCc2cccc3ccccc23)C1=O | -0.2% | 0.3% | -11.2% | 6.2% | 2.1% | 8.0 | -2.7% | -9.8% | 4.6% | . | -14.2
CCCCCCn1nc(C(=O)N(CC(C)C)c2c(N)n(CCCC)c(=O)[nH]c2=O)c2ccccc2c1=O | 0.6% | -2.1% | -20.2% | 4.1% | -0.3% | -14.8 | 3.1% | -0.8% | -3.9% | . | -5.4
COC(=O)c1ccc(NC(=O)CN(c2ccc(C)cc2)S(=O)(=O)c2c(C)n[nH]c2C)cc1 | -2.2% | -2.5% | 1.6% | -1.7% | -2.6% | -2.5 | 2.7% | 16.3% | -14.6% | 25.9% | -4.1
O=C(COC(=O)C1(c2ccc(F)cc2)CCCC1)N1CCN(C(=O)c2ccco2)CC1 | 0.0% | 1.2% | 3.7% | 4.9% | -6.0% | -1.8 | 0.5% | 3.3% | 0.9% | 0.5% | -4.3
Cc1ccccc1CSc1nnc(-c2ccccn2)n1C | 0.2% | 0.0% | 16.2% | -2.2% | 2.0% | -9.7 | 0.1% | -16.0% | -3.5% | . | 0.8
O=C(N/N=C/c1ccc([N+](=O)[O-])o1)c1cccc(S(=O)(=O)N2CCOCC2)c1 | -0.5% | -4.5% | -1.4% | 8.3% | 0.2% | 0.8 | 2.6% | 5.1% | ? | 5.0% | 1.4
Cc1cccc(NC(=O)C2CC(=O)NC(Nc3nc4ccccc4s3)=N2)c1 (stereo not drawn) | . | 1.7% | 6.7% | . | -6.5% | -2.0 | 3.4% | -2.6% | -1.7% | -3.7% | .
COCCNC(=O)CSc1nc2ccccc2c(=O)n1CC1CCCO1 (stereo not drawn) | -0.7% | -0.4% | 2.9% | 0.8% | 1.2% | -1.6 | -0.8% | 6.6% | -8.7% | -1.6% | -17.6
COc1ccc(-c2nnn(CC(=O)NC(=O)NC3CCCCC3)n2)cc1OC | -3.8% | . | 0.6% | . | -11.6% | 1.5 | 0.8% | -6.7% | . | . | -1.0
c1ccc(CCCNCC2COc3ccccc3O2)cc1 (stereo not drawn) | -0.6% | -2.7% | 1.6% | 1.5% | -1.6% | -2.9 | -0.2% | 12.6% | -3.0% | -12.6% | i
O=c1[nH][nH]c(=O)c2cc(N3CCCC3)ccc12 | 11.7% | 1.7% | 1.6% | -0.1% | -2.2% | 3.3 | 0.3% | -1.0% | -7.6% | -0.5% | -7.0
O=C(NCc1ccccc1)c1ccc(-c2ccc(F)cc2)o1 | -0.9% | -6.4% | -7.6% | -4.4% | 20.5% | -11.7 | -1.1% | ? | -0.8% | 1.8% | -259.8*
Cc1ccn2c(=O)c(C(=O)NCCN3CCOCC3)c(O)nc2c1 | 4.5% | . | 16.7% | 5.1% | -7.9% | -3.6 | 0.7% | 0.9% | -1.7% | 10.8% | -8.7
C=CCCCCCCCCc1nc(SCC(C)=O)n[nH]1 | -3.8% | -0.8% | -14.1% | 5.1% | 1.6% | -7.9 | -1.1% | -0.7% | -2.4% | . | 0.6
Cc1sc(NC(=O)C2CCCCC2)c(C#N)c1-c1ccccc1 | -2.8% | -0.2% | -28.0% | -1.5% | 3.7% | -6.6 | -1.1% | ? | 11.9% | 1.4% | -6.1
COC(=O)C(=O)C/C(=N/Nc1ncnc2ccccc12)c1ccc(Cl)cc1 | -18.3% | 2.1% | 18.1% | -0.9% | -0.1% | -16.9 | 2.8% | -0.4% | 9.0% | ? | 8.2
C#CCOCCOCCOCCNc1nc(N2CCN(C(=O)CCCCCCCCCCNC(=O)Cn3cc(CCCCCN)nn3)CC2)nc(N2CCN(C(=O)CCCCCCCCCCNC(=O)[C@@H](CCC(=O)O)n3cc(CCCCCN)nn3)CC2)n1 | -3.3% | . | -16.8% | . | -3.9% | 13.2 | 4.2% | ? | . | . | 2.3
COc1cc(C(=O)Nc2nc3ccc4nc(C)sc4c3s2)cc(OC)c1OC | 0.2% | 4.3% | 7.3% | 0.5% | -1.8% | -13.6 | -0.7% | ? | 5.6% | -7.9% | 1.2
CCN(CC)CCn1c2ccc(F)cc2c2nc(C)sc21 | -0.5% | -2.5% | -25.0% | -2.5% | -7.1% | 0.4 | 0.4% | 1.6% | -16.9% | . | 8.7
Cc1ccc(C(=O)CNc2cccc([N+](=O)[O-])c2)cc1 | -3.3% | 3.7% | 0.3% | -3.6% | -3.6% | -2.8 | 9.1% | 9.5% | 15.5% | 8.4% | -9.8
CCN1C(=O)CC(N2CCC(Nc3ccc(OC)cc3)CC2)C1=O (stereo not drawn) | 0.4% | -0.9% | -22.6% | 0.8% | -7.0% | 9.7 | 1.8% | 5.7% | -6.1% | 17.1% | -2.9
